Assay outcomes from PubChem.
LYPLA1 counter – LYPLA1 inhibitors, primary screen, counter-screen for PME1 inhibitor project, biochemical, fluorescence polarization, FP-Rh probe ABPP | actives 0.16% (n = 320,000) | inhibition, % at 5.9 µM | AID 2174, 2009 | recombinant LYPLA1 | Acyl-protein thioesterase 1 (Homo sapiens), O75608;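 active = inhibition above the mean of all tested compounds plus 3 SD, set per campaign, cut at about 14% in these data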;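 note: inhibitors block serine hydrolase probe labeling of LYPLA1 so polarization falls; 0% = enzyme with DMSO and 100% = wells lacking LYPLA1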
Target sequence (O75608 whole entry, looked up): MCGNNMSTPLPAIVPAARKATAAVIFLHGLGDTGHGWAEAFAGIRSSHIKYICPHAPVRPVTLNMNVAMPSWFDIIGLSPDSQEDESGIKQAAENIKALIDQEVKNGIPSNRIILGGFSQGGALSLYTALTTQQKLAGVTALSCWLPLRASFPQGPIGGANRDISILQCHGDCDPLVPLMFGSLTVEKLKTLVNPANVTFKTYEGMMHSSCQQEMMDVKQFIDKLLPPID
LYPLA2 inh – LYPLA2 inhibitors, primary screen, counter-screen for PME1 inhibitor project, biochemical, fluorescence polarization, FP-Rh probe ABPP; Acyl-protein thioesterase 2 (Homo sapiens), O95372; recombinant LYPLA2; inhibition, % at 5.9 µM; actives 0.38% (n = 320,000);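 active = inhibition above the screen-wide mean plus 3 SD, limit set per campaign, cut at about 26% in these data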;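 note: 0% = LYPLA2 with DMSO and 100% = wells lacking LYPLA2 enzyme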
Target sequence (O95372 whole entry, looked up): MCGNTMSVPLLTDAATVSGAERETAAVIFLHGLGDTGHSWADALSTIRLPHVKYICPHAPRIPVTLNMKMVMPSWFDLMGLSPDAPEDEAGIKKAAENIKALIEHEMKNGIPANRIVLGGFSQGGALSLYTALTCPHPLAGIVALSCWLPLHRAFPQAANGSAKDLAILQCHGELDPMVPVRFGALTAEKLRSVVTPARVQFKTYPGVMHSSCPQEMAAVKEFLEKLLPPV
PME-1 primary – PME-1 inhibitors via competitive probe labeling, primary screen, biochemical, fluorescence polarization, FP-Rh probe, HTS | recombinant PME-1 | inhibition, % at 5.9 µM | AID 2130, 2009 | actives 0.53% (n = 320,000);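 active = inhibition above the campaign mean of all compounds plus 3 SD, cut at about 26% in these data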;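 note: competitive labeling of PME-1 active site by serine hydrolase directed probe; 0% = PME-1 with DMSO and 100% = wells lacking PME-1 enzyme; inhibitors block probe labeling so polarization falls and inhibition rises; many of its hits are not listed in these tables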
GSTO1 inh – inhibitors of recombinant GSTO1, primary screen, counter-screen for RBBP9 inhibitor project, biochemical, fluorescence polarization. Glutathione S-transferase omega-1 (Homo sapiens), P78417. activity-based probe fluorescence polarization. inhibition, % at 5.96 µM. actives 1.1% (n = 300,000). AID 1974, 2009;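 active = inhibition above the campaign mean inhibition plus 3 SD, cut at about 35% in these data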;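 note: 0% = GSTO1-1 with DMSO and 100% = wells lacking GSTO1-1 enzyme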
Target sequence (P78417 whole entry, looked up): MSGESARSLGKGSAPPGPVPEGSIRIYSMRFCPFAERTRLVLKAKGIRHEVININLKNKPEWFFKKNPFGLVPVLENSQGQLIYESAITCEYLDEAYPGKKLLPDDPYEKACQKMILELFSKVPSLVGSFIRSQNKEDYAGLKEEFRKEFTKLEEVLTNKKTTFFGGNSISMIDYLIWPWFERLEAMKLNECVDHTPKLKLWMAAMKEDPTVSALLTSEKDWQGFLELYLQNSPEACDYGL
PAFAH1B3 inh – PAFAH1B3 enzyme inhibitors, primary screen, biochemical, fluorescence polarization, human; recombinant PAFAH1B3, FP-rhodamine probe; inhibition, % at 3.39 µM; actives 0.28% (n = 340,000);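 active = inhibition above the screen-wide average of all tested compounds plus 3 SD, cut at about 25% in these data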;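 note: 0% = enzyme with DMSO only and 100% = wells lacking PAFAH1B3 protein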
PAD4 FP inh – human PAD4 inhibitors, primary screen, biochemical, fluorescence polarization, 1536-well format. recombinant PAD4, RCA probe fluorescence polarization. inhibition, % at 6.36 µM. actives 0.41% (n = 330,000);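 active = percent inhibition above a cutoff equal to the mean of all tested compounds plus 3 SD, cut at about 15% in these data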;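 note: 0% = PAD4 with RCA probe and DMSO and 100% = probe without PAD4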
PAFAH1B2 FP inh – PAFAH1B2 enzyme inhibitors, primary screen, biochemical, fluorescence polarization, human. inhibition, % at 3.39 µM. recombinant PAFAH1B2, FP-rhodamine activity probe. actives 1.2% (n = 340,000);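 active = inhibition above the mean of all tested compounds plus 3 SD, cut at about 24% in these data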;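 note: 0% = enzyme with DMSO and 100% = wells lacking PAFAH1B2; many of its hits are not listed in these tables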
Target sequence (P68402 whole entry, looked up): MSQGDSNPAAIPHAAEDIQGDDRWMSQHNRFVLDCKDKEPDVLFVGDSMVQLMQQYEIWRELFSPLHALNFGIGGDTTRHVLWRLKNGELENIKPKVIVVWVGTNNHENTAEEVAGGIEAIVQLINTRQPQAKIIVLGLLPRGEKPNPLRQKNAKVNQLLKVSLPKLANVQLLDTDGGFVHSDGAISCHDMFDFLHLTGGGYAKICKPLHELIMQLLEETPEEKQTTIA
PAFAH2 FP inh – PAFAH2 enzyme inhibitors, primary screen, biochemical, fluorescence polarization, human | Platelet-activating factor acetylhydrolase 2, cytoplasmic (Homo sapiens), Q99487 | recombinant PAFAH2, FP-rhodamine activity probe | inhibition, % at 3.39 µM | actives 0.99% (n = 340,000) | AID 492956, 2010;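 active = inhibition above the mean over all tested compounds plus 3 SD, cut at about 30% in these data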;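 note: inhibitors block probe labeling of enzyme so polarization drops; 0% = enzyme with DMSO and 100% = wells lacking PAFAH2 protein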
pPAFAH inh – pPAFAH enzyme inhibitors, primary screen, biochemical, fluorescence polarization, human. Platelet-activating factor acetylhydrolase (Homo sapiens), Q13093. recombinant pPAFAH, FP-rhodamine probe fluorescence polarization. inhibition, % at 3.39 µM. actives 1.5% (n = 330,000). AID 463082, 2010;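 active = inhibition above the mean inhibition across the screen plus 3 SD, cut at about 25% in these data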;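 note: inhibitors block binding of the rhodamine activity-based probe so polarization drops; 0% = enzyme with DMSO and 100% = wells lacking pPAFAH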
* = called active by the depositor; x = no result given. These rows are one share of the data, so the mix of outcomes need not match the whole.

SMILES	LYPLA1 counter	LYPLA2 inh	PME-1 primary	GSTO1 inh	PAFAH1B3 inh	PAD4 FP inh	PAFAH1B2 FP inh	PAFAH2 FP inh	pPAFAH inh
O=C(CSc1nc2ccccc2c(=O)n1CC1CCCO1)NCC1CCCO1 (stereo not given)	-2	-3	-3	3	9	4	8	8	-4
Cc1ccc(C)c(S(=O)(=O)N2CCCOC2CNC(=O)C(=O)NCCc2ccco2)c1 (stereo not given)	-5	-3	-2	2	6	-2	6	-3	5
CCOc1ccc(OCC(=O)Nc2c3c(nn2C(C)(C)C)CS(=O)(=O)C3)cc1	0	-4	2	3	0	-1	3	-1	6
CCN(CC)CCN(Cc1cc2cc3c(cc2[nH]c1=O)OCO3)C(=S)NCc1ccco1	0	-2	-2	12	12	2	3	1	2
O=C(NCCc1nc2ccccc2[nH]1)Nc1ccccc1	1	-3	2	3	2	4	5	1	3
Cc1c(C2(O)CCCCC2)[nH]c2ccc(C#N)cc12	x	x	x	x	4	-3	1	6	0
CCCc1cc(C(=O)N(C2CCCCC2)C2CCCCC2)no1	3	0	-4	-3	-6	1	0	5	0
Cn1c(SCC(=O)N/N=C/C=C\c2ccccc2[N+](=O)[O-])nc2ccccc21	1	6	-4	2	-5	-2	3	2	5
OCc1n[nH]c(CO)n1	1	2	-1	2	6	6	2	-7	1
COc1ccccc1CNC(=O)C(CCSC)NC(=O)C1CCC(C)CC1 (stereo not given)	0	1	-4	18	7	0	4	5	3
COc1cc(C(=O)NC(=S)NNC(=O)c2ccc3c(c2)OCO3)cc(OC)c1OC	-2	3	-3	2	9	2	-1	9	0
O=C(CNC(=O)c1cccc(-n2cnnn2)c1)Nc1ccc(F)c(F)c1	-3	-3	-6	x	9	-2	3	-4	-3
Cc1ccc(NC(=O)C2CCN(S(=O)(=O)c3c(C)n[nH]c3C)CC2)nc1	1	0	-1	1	1	-5	-1	6	4
S=c1[nH]c(-c2cccs2)cn1-c1ccccc1	2	-1	-1	4	-7	0	-1	10	14
CC(C)(C)OC(=O)C[C@H]1C/C=C\C[C@@H](CC(=O)N(CCO)Cc2ccccc2)C(=O)N2CCC[C@H]2COC1=O	x	x	x	x	10	-6	7	-4	1
CCCCC1(Br)C(=O)N(c2ccccc2)N(c2ccccc2)C1=O	0	-7	-9	x	-4	-6	10	5	3
C#CCOCCOCCOCCNc1nc(N2CCN(C(=O)[C@H](Cc3ccc(O)cc3)n3cc([C@@H](N)C(C)CC)nn3)CC2)nc(N2CCN(C(=O)[C@H](Cc3cc4ccccc4[nH]3)n3cc([C@@H](N)C(C)CC)nn3)CC2)n1 (stereo not given in full)	-1	-2	-2	0	-5	-2	2	3	3
O=C(CSc1nc2ccccc2c(=O)n1NC(=O)c1ccccc1)c1ccccc1	-3	-2	-2	-2	4	3	6	3	6
Clc1cc(Br)ccc1OCCn1ccnc1	4	11	6	7	-1	3	0	2	10
COc1ccccc1N1CCN(C(=O)CSc2nc(N)cc(=O)[nH]2)CC1	1	4	-3	-5	10	4	0	-7	3
Cn1c(-c2ccc(F)cc2)cnc1SCC(=O)Nc1ccccc1	3	8	0	-2	10	1	3	4	4
CCC(C)NC(=O)CSc1nnc(-c2ccc(Cl)cc2)n1N (stereo not given)	-2	1	3	20	1	-3	6	5	1
COc1ccc(CNC(=O)C[C@H]2C(=O)N(C3CCCCC3)C[C@@H]2Cc2ccccc2)cc1	0	3	5	-1	9	1	4	3	6
O=S(=O)(O/N=C1\CCCc2ccccc21)c1ccccc1	-3	-4	-2	-9	6	2	-2	8	4
CC(=O)Nc1ccc(N2C(=O)CSC2c2ccc([N+](=O)[O-])cc2)cc1 (stereo not given)	3	6	4	-6	-1	-2	11	4	5
CCOC(=O)C(C)NC(=O)Cn1ncc2c(=O)oc3ccc(C)cc3c21 (stereo not given)	-2	-1	6	10	6	-2	8	-3	2
CN(C)S(=O)(=O)c1cccc(-c2csc(N/N=C/c3ccco3)n2)c1	-6	-8	1	5	7	-2	2	-3	19
CC(C)OC(=O)c1c(NS(=O)(=O)c2ccccc2)sc2c1CCCC2	0	5	7	5	2	-3	8	4	17
CCOC(=O)C1=C(COC(=O)c2ccccc2OC(F)F)NC(=O)NC1C (stereo not given)	1	5	2	8	14	-3	7	10	7
CCCOc1ccc(C2C(=O)N(C3CCCCC3)CC(=O)N2CCC)cc1OC (stereo not given)	-2	-6	1	-3	13	4	2	6	6
CCOc1ccc(CN2CCN(CCCn3cccn3)CC2CCO)cc1 (stereo not given)	1	-6	-10	2	0	0	4	-4	0
O=C(CSc1ccc(-c2ccc(Cl)cc2)nn1)Nc1ccc2c(c1)OCCO2	-2	-8	-4	-1	4	-2	0	-5	-4
O=C(c1ccc(Br)cc1)N1CCN(S(=O)(=O)c2ccccc2)CC1	0	2	4	3	-7	-2	8	9	-1
Oc1ccc2c(c1)oc1cc(O)ccc12	-2	0	1	-3	8	-3	13	3	5
C=CCNC(=O)c1ccc(N(CC=C)S(C)(=O)=O)cc1	3	7	-4	3	6	-1	-4	11	3
CC(C)Cn1c(N)c(C(=O)CSc2ccc3c(c2)OCCO3)c(=O)n(C)c1=O	2	-2	-3	6	2	0	1	4	2
Cc1cccc(C)c1NC(=O)CSCC(=O)O	3	2	0	7	-3	-4	-1	6	1
CC(=O)N1c2ccc(S(=O)(=O)N3CCCC3C(=O)Nc3ccc(C)cc3)cc2CC1C (stereo not given)	0	3	-11	6	10	1	-1	3	-1
COc1ccc(CCNC(=O)C(=O)NCC2OCCN2S(=O)(=O)c2ccc(Br)cc2)cc1 (stereo not given)	-5	-1	0	5	-4	2	-1	-6	3
CCOc1ccc(N2Cc3ccccc3C2)cc1	0	-3	-2	4	5	-14	-4	-4	-2
CCOC(=O)c1cnc2c(cnn2C)c1NCCCN(C)C	1	9	0	-6	6	-5	0	-7	9
CN1CCN(C(=S)NCCc2ccccc2)CC1	0	-3	5	-6	-3	-1	-1	-3	-1
COc1cccc(CNC(=S)NC2CC2)c1	0	2	-2	6	9	-3	3	0	3
Cc1nnc(SCC(=O)N2CCN(C(=O)c3ccco3)CC2)n1C	1	4	-8	x	11	-2	6	7	-9
NCC(O)COCCC12CC3CC(CC(C3)C1)C2 (stereo not given)	3	1	0	-1	4	9	15	11	-1
Clc1cccc(-c2nnc3n2CCCCC3)c1	2	4	-4	3	-1	4	3	-3	-3
O=C(Nc1ccc(F)cc1)C1CC(=O)n2ncnc2N1 (stereo not given)	1	-3	-3	3	2	3	4	-2	0
COc1ccc(N2CCN(C(=O)c3ccc(CNc4c(N5CCOCC5)c(=O)c4=O)cc3)CC2)cc1	1	52*	-3	0	-3	-2	-5	3	-5
CCc1c(C)nc(SCC(=O)N2CCN(c3ccccc3)CC2)[nH]c1=O	2	-1	-2	5	-5	-1	2	-1	-3
CCOC(=O)c1c(C)[nH]c(C)c1S(=O)(=O)N1c2ccccc2CC1C (stereo not given)	4	-4	-7	-1	3	7	0	2	2
CCOc1cccc(-c2cc(C(=O)N/N=C/c3ccc(OC)c(CN4CCOCC4)c3)c3ccccc3n2)c1	-7	-41	-20	-11	1	-6	-5	-35	-6
COc1cc2c(cc1NC(=O)COc1ccc3ccccc3c1)oc1ccccc12	-4	-6	-1	1	-7	4	4	-2	0
COc1cc(C(=O)N(C)Cc2cccc(OC)c2OC)ccc1OCC(=O)Nc1cccc(C(F)(F)F)c1	0	9	-4	3	3	-2	4	7	-8
O=C(N1CCN(c2ccccc2)CC1)C12CC3CC(CC(C3)C1)C2	-2	9	-7	8	1	3	3	-1	-1
CCCCCn1c(=O)[nH]c2c(c1=O)CCC2	-1	1	-2	1	13	1	6	-2	3
COc1cccc(C2=CC(c3cc(OC)ccc3OC)n3nnnc3N2)c1 (stereo not given)	-2	-2	-3	-11	-5	-3	5	-2	-1
Oc1ccc(-c2n[nH]c(=S)n2Cc2ccccc2)cc1	0	6	-7	6	5	2	25*	8	-3
O=S(=O)(c1ccc(Cl)cc1)N1CCCC(c2nc(-c3ccc(F)cc3)no2)C1 (stereo not given)	-1	-5	1	2	6	-4	3	-2	-2
CCOc1ccc(C(=O)Nc2ccc3[nH]ncc3c2)cc1	0	-1	-4	1	3	3	1	0	-4
Cc1cn(CCC(=O)Nc2ccccc2N2CCOCC2)c2ccccc12	0	-1	3	2	1	7	1	-1	1

Next records.
SMILES	LYPLA1 counter	LYPLA2 inh	PME-1 primary	GSTO1 inh	PAFAH1B3 inh	PAD4 FP inh	PAFAH1B2 FP inh	PAFAH2 FP inh	pPAFAH inh
CCc1nnc(NC(=O)CN2C(=O)c3ccccc3C2=O)s1	1	10	-6	5	-6	-1	5	3	0
O=C(CN(c1ccccc1)S(=O)(=O)c1ccccc1)N/N=C/c1ccco1	-3	-9	1	0	0	0	0	2	4
CC(=O)[C@H]1CCC2C3CC=C4C[C@@H](O)CC[C@]4(C)C3CC[C@@]21C (stereo not given in full)	x	x	x	x	9	-1	-2	0	3
COc1cccc(/C=N/NC(=O)CCCC(=O)NC2CCCCC2)c1	1	-3	1	3	7	-2	0	2	4
Cc1ccc(CC2S/C(=C(/C#N)C(=O)N3CCOCC3)N(c3ccccc3)C2=O)cc1 (stereo not given)	-3	-2	2	5	13	-4	2	-7	0
COCCNC(=O)C(c1cccc(OC)c1)N(Cc1cccs1)C(=O)Cn1nnc2ccccc21 (stereo not given)	0	0	-6	11	-3	3	6	2	7
N#CCCN1CCN(S(=O)(=O)c2ccc(S(=O)(=O)NC3CC3)cc2)CC1	-1	-2	0	0	-3	1	2	7	0
O=C(O)c1cnn(-c2nc(-c3ccc(Br)cc3)cs2)c1C(F)(F)F	-5	-2	3	3	13	-1	40*	2	10
COc1ccc(C2(c3ccc(OC)cc3)NC(=O)N(CC(=O)Nc3cc(C)on3)C2=O)cc1	x	x	x	x	8	-1	-1	2	1
N#Cc1c(N)nc2c(c1-c1ccc(Br)s1)CCCC2	-3	-5	3	-2	6	0	1	-4	6
COc1ccc(CCNc2ncnc3c2nnn3Cc2ccccc2)cc1OC	2	-1	-4	4	-5	4	-5	-3	4
CCc1ccc(C(O)(c2ccccc2OC)C(CN2CCOCC2)c2ccccc2)cc1 (stereo not given)	-1	-2	8	6	-4	-2	1	6	-2
COc1ccc(-c2cc(=O)oc3c(C)c(OCC(=O)N[C@@H](Cc4ccc(O)cc4)C(=O)O)ccc23)cc1	0	1	-2	-6	14	-4	-1	-3	-34
Cc1ccc(/C=C/C(=O)N2CCc3ccccc32)o1	-5	2	-8	-2	2	-2	2	-5	17
CCCn1c(=O)c2c(nc3n2CCCN3CCc2ccc(OC)c(OC)c2)n(C)c1=O	3	2	2	8	2	2	1	-2	5
